D1 potentiator: potentiators of human D1 dopamine receptor | P21728 | HEK293 TREx D1 cells, calcium flux, dopamine EC20 potentiation | potentiation, % at 10 µM | 360,000 tested, 0.036% active | AID 504651; in the data active = potentiation above about 30%; note: 0% is about no effect
RXFP1 antagonist: antagonists of human relaxin receptor RXFP1. activity change, negative = inhibition, % at 57.5 µM. HEK293-RXFP1, relaxin-stimulated cAMP HTRF, 30 min; hits give low values. 350,000 tested, 0.59% active. Q9HBX9. AID 1259400;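 active = activity change of -60% or lower, but not beyond a set lower limit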; note: % is set by controls: 0 for no effect and ±100 for the full control effect
Target sequence (Q9HBX9 whole entry, looked up): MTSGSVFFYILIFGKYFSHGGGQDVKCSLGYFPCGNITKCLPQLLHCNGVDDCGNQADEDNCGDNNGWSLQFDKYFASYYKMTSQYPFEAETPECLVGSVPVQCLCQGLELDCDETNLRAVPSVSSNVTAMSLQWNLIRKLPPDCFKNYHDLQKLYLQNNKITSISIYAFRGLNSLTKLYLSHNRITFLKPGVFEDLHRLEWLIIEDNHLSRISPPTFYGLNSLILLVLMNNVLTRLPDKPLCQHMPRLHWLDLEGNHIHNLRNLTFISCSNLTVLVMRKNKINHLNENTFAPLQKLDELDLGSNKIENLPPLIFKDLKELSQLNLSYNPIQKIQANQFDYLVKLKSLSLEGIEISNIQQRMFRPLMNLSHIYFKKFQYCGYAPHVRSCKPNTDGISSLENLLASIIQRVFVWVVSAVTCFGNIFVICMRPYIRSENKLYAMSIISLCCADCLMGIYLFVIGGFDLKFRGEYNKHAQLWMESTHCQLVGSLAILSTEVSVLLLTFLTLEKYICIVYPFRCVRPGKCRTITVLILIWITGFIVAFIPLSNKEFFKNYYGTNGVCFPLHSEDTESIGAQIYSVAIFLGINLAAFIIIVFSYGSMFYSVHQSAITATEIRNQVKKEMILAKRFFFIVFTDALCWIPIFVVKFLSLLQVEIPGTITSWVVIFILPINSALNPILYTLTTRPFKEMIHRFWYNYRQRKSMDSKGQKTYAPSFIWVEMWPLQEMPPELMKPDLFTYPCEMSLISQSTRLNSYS
D2 antag: antagonizes the human D2 dopamine receptor | P14416 | AID 485344 | inhibition, % at 10 µM | HEK293 TREx D2 cells, calcium flux, dopamine EC80 | 340,000 tested, 2% active; in the data active = inhibition above about 30%; note: 0% is about no effect
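Antagonism is scored as inhibition of an EC80 dopamine-evoked calcium signal in a force-coupled, tetracycline-inducible HEK293 T-REx D2 line, with compound present 180 s before agonist.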
TRHR PAM: allosteric enhancers of human TRH receptor; P34981; TRHR cells, fluo-8 calcium fluorescence, EC20 TRH enhancement; enhancement, % at 2 µM; 360,000 tested, 0.66% active; AID 493056; in the data active = enhancement above about 30%; note: 0% is about no effect
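Enhancer read-out: after compound pinning and an initial kinetic agonist-mode read, an EC20 of TRH (10 nM final) was injected and fluo-8 calcium signal (Ex 480/Em 530) followed at 1 s/cycle for 100 cycles in TRHR-expressing cells.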
D1 antag: blocks dopamine activation of the human D1 receptor; P21728; HEK293 TREx D1 cells, calcium flux, dopamine EC80; hits give low values; activity change, negative = inhibition, % at 10 µM; 360,000 tested, 3.2% active; AID 504652; in the data active = activity change below about -30%; note: % is set by controls: 0 for no effect and ±100 for the full control effect
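Tetracycline-induced HEK293 T-REx cells with force-coupled D1 receptor were loaded with a no-wash calcium dye. Compound was added after a 10 s baseline and read kinetically for 180 s; EC80 dopamine was then added and calcium flux followed another 180 s.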
D1 ag: human D1 receptor agonism. HEK293 T-REx D1 cells, calcium flux, agonist mode. activation, % at 2 µM. 360,000 tested, 1% active. AID 504660; note: 0% is about no effect
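Agonism was scored from calcium flux recorded over 180 s (1 read/s) after pintool compound addition, following a 10-cycle baseline. Cells were inducible force-coupled HEK293 TREx D1, plated overnight at 30 C and loaded with no-wash calcium dye.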
TRHR agonist: TRH receptor (human) agonism; P34981; TRHR cells, calcium flux fluo-8, FDSS agonist mode; activation, % at 2 µM; 360,000 tested, 0.18% active; AID 493084; note: 0% is about no effect
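Steps: seed TRHR cells overnight; add fluo-8 no-wash Ca dye, RT 30 min–1.5 h; record 10 s baseline; pin-transfer compounds; monitor fluorescence 1 cycle/s for the agonist window. Calcium increases flag candidate agonists.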
D2 PAM: positive allosteric modulators of human D2 dopamine receptor. P14416. HEK293 T-REx D2, calcium flux, EC20 dopamine potentiation. potentiation, % at 10 µM. 340,000 tested, 0.34% active. AID 485347;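 active = potentiation over 3 SD above the plate norm, cut at about 30% in these data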; note: 0% is about no effect
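Tetracycline-induced Hek293 Trex D2 cells, force-coupled to calcium, loaded with no-wash calcium dye. Compound added with 180 s kinetic read for agonism, then EC20 dopamine and a further 180 s read for potentiation.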
D2 ag: D2 dopamine receptor (human) agonism; HEK293 T-REx D2 cells, calcium flux agonist mode; activation, % at 2 µM; 340,000 tested, 0.53% active; AID 485358;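 active = activation over 3 SD above normal in the single-dose calcium agonist read, cut at about 30% in these data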; note: 0% is about no effect
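Agonism is scored from calcium flux in a force-coupled, inducible HEK293 cell line expressing D2, read kinetically for 180 s after compound addition against dopamine controls.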
* = called active by the depositor; . = not tested or not shown; & = joins results of further samples. Cut-off read from the data, not from the text of the source, unless noted: active = activation above about 30%; inactive = the rest. No enrichment for hits; any-hit rate near 7.1%.

SMILES	D1 potentiator	RXFP1 antagonist	D2 antag	TRHR PAM	D1 antag	D1 ag	TRHR agonist	D2 PAM	D2 ag
COc1ccccc1NC(=O)C(=O)/C=C(\O)c1ccccc1	-3	-14	4	2	8	2	0.7	0	0.0
CN(CC(=O)N1CCCC1)S(=O)(=O)c1cccc(Cl)c1	1	-3	-17	3	-4	3	-0.9	9	-0.6
O=C(CSc1nnc(CNC(=O)c2ccco2)o1)Nc1cccc(F)c1	0	11	4	3	-2	5	0.1	-5	1.0
CCC1CCCCN1CCNC(=O)CNS(=O)(=O)c1ccc2nc(C)sc2c1 (centres undefined)	-3	-11	1	2	5	3	0.1	0	0.6
O=C(Cn1[nH]c(=O)c2ccccc2c1=O)OCC(=O)N1CCCc2ccccc21	-2	8	5	-5	17	4	-0.3	3	0.1
CC(C)c1ccc(-c2csc3ncnc(N4CCN(C)CC4)c23)cc1	-6	-21	-14	14	5	3	1.6	-3	4.0
CC(C(=O)NC(N)=O)N1C(=O)NC(c2ccccc2)(c2ccccc2)C1=O (centres undefined)	-5	-7	1	14	2	1	0.0	-7	0.3
O=C(OCCC1Oc2cccnc2NC1=O)c1ccc(F)cc1 (centres undefined)	-9	-30	-12	14	.	2	0.1	-4	9.7
CC(=O)Nc1ccc(C2=NN(c3ccccc3)C(c3cccs3)C2)cc1 (centres undefined)	-6	-10	-8	-2	10	4	-0.4	-9	13
CN(C)S(=O)(=O)c1ccc(-n2cccc2)cc1	-3	-4	3	2	4	3	-0.1	1	0.2
C=CCN=C1N[C@@H](c2cccc(C(F)(F)F)c2)C(C(=O)OC)=C(C)N1CC	-3&-3	.	-20	-10&-3	-13&-11	12&7	0.9&1.0	6	0.3
COCCn1cnc2c1c(=O)n(Cc1ccccc1C#N)c(=O)n2Cc1ccccc1	0	-9	-6	-5	-3	-1	0.5	36*	-0.1
NS(=O)(=O)c1ccc(CCNC(=O)CCC(=O)c2cccs2)cc1	6	7	.	4	8	3	0.1	.	.
O=C(CCC(=O)n1ncc2ccccc21)NCc1ccccc1Cl	1	0	-4	6	-4	2	0.0	11	-0.1
O=C(Nc1ncnc2sc3c(c12)CCC3)c1ccco1	-2	8	-18	-1	14	1	-1.8	.	1.3
O=C(O)c1cccc(NC(=O)c2cccc(NC(=O)C3CCCO3)c2)c1 (centres undefined)	2	-9	7	6	-12	2	0.3	-3	0.3
CC(C)Cc1ccc(/C=C/C(=O)N2CCOCC2)cc1	-2	-3	-5	-5	11	12	0.4	5	0.6
O=C(CN(c1cccc(C(F)(F)F)c1)S(=O)(=O)c1ccccc1)Nc1cccc(Cl)c1	-2	-10	.	-10	-17	17	2.7	-3	1.0
COc1ccc(S(=O)(=O)O/N=C2\CCCc3ccccc32)cc1	1	-6	-8	5	-6	0	-0.4	4	0.3
Cc1ccc(C(=O)NCc2ccco2)cc1	-4	1	-16	-2	8	0	-1.6	-12	-0.7
CCOc1ccc(NC(=O)C2CCCN(S(=O)(=O)c3cccc4nsnc34)C2)cc1 (centres undefined)	-6	-16	9	-3	-12	0	0.7	7	-0.2
Nc1nc(NC(=O)c2ccc(F)cc2)ns1	-5	.	-10	-8	28	3	-0.2	-2	0.3
CC(C)OCCCNC(=O)c1ccc(Br)cc1	-1	6	-1	2	-5	0	-0.1	0	0.0
COc1cc(OC)cc(C(=O)NCC(=O)OCC(=O)N2CCc3ccccc32)c1	-4	3	.	-3	28	-1	-1.0	3	.
CCc1cccc(NC(=O)CCS(=O)(=O)c2cccc3nonc23)c1	2	2	0	15	10	2	-0.5	-5	-0.1
CCOCCCNC(=O)C(NC(=O)CNC(C)=O)c1ccc(Cl)cc1 (centres undefined)	0	7	.	22	-10	3	0.4	1	.
CC1CC(C)CN(S(=O)(=O)c2ccc(C(=O)NN3CCOCC3)cc2)C1 (centres undefined)	19	-3	-6	0	-7	2	-0.3	7	18
CCOC(=O)c1ccc(N2C(=O)c3[nH]nc(-c4ccc(C)cc4)c3C2c2cccc(F)c2)cc1 (centres undefined)	6	.	.	9	-1	6	3.0	-1	-0.1
CCC(=O)Nc1nc2c(c(=O)[nH]1)CCCC2	-1	-15	12	5	-24	3	0.1	7	1.1
CCC(=O)N1CCc2cc(S(=O)(=O)NC(Cc3ccccc3)C(=O)Nc3ccc(C)cc3)ccc21 (centres undefined)	0	-11	.	-1	0	5	0.3	8	0.7
COc1ccc(-c2nc3ccccc3c(=O)n2CCCN2CCOCC2)cc1	1	-2	-23	-1	28	0	0.1	-6	-0.1
CCN1CCN(c2ncc3c(n2)CCN(Cc2sccc2C)C3)CC1	0	-9	.	1	-9	6	0.3	-5	14
Nc1ncnc2nc(SCCc3ccccc3)[nH]c12	3	-20	9	0	1	4	-1.6	6	-1.0
O=C(Nc1nc2n(n1)C(c1ccc(Cl)cc1)CC(c1ccc(Cl)cc1)N2)c1ccco1 (centres undefined)	10	-19	32*	-1	7	1	0.3	-10	0.4
O=C(Nc1c(C(=O)c2ccccc2)oc2ccccc12)c1ccc(F)cc1	-4	.	.	-9	-22	1	-0.1	7	-0.3
Cc1nonc1NC(=O)CSc1nc2ccccc2o1	.	-16	4	17	4	5	-0.8	-1	0.5
CCN(CC(=O)Nc1cccc(OC)c1)CC(=O)Nc1ccc(Br)c(C)c1	1	0	-17	3	0	1	0.3	-4	-0.2
CCOc1ccccc1NS(=O)(=O)c1ccc2c(c1)NC(=O)CCS2	-1	5	-9	4	15	4	-0.3	4	-2.3
O=C(NC1CCCc2ccccc21)C1CCN(S(=O)(=O)c2cccc3nonc23)CC1 (centres undefined)	-2	-10	2	-8	0	0	1.5	2	-0.2
O=C(Nc1ccc(Br)cc1)c1cccc(N2C(=O)C3C4CCC(C4)C3C2=O)c1 (centres undefined)	-6	-16	10	1	-39*	6	-0.7	3	-0.3
CCC(C)(C)NC(=O)C(C(C)C)N(CC1CCCO1)C(=O)CNS(=O)(=O)c1ccc(F)cc1 (centres undefined)	-2	-3	1	-3	0	2	0.4	-8	0.1
CC1(OC(=O)CCc2ccccc2)C(=O)C=C2C=C3CCCN3C=C2C1=O (centres undefined)	-7	.	8	-4	0	7	0.0	8	-0.3
COCC(C)n1c(SCC(=O)c2cc(C)n(C)c2C)nc2ccccc2c1=O (centres undefined)	-2	-7	-2	5	10	-4	2.4	9	-0.3
CCCN(CCC)C1=N/C(=C\c2ccco2)C(=O)N1c1ccccc1	0	5	11	-3	10	3	2.0	-3	0.7
COc1ccc2[nH]c(C(=O)O)c(CCNC(C)=O)c2c1	-1	5	-3	-1	14	2	1.0	-5	0.2
O=C(CC(=O)N/N=C\c1cccc(Cl)c1Cl)NCc1ccccc1	0	-10	-4	-2	-19	9	-0.6	-9	.
N/C(=N\OC(=O)c1cc(-c2ccccc2)nc2ccccc12)c1cccnc1	-4	-6	-8	5	21	4	0.0	1	0.1
Cc1ccc(-n2ncc3c2CC(C)(C)CC3NC(=O)CN2CCCC2=O)cc1 (centres undefined)	-10	10	9	-4	-13	0	0.1	-8	0.5
Cc1cc(=O)n2c(C(=O)Nc3ccc(C(=O)OC(C)C)cc3)c(C(=O)Nc3ccccc3)sc2n1	-1	-15	-4	6	0	4	0.8	6	-1.4
COCC(=O)Nc1ccc(C(N)=O)cc1	3	4	.	0	-3	4	0.7	.	.
O=c1[nH]c(CSc2nnc(COc3ccccc3)n2-c2ccccc2)nc2ccccc12	4	14	7	-1	5	0	-0.6	-11	-0.1
CN(C)S(=O)(=O)c1cccc(C(=O)NC(=S)N(CCC#N)Cc2cccnc2)c1	-5	13	-13	-6	-11	2	0.0	2	0.0

Reprinted at random: 5 records from the list, in no set order.
SMILES	D1 potentiator	RXFP1 antagonist	D2 antag	TRHR PAM	D1 antag	D1 ag	TRHR agonist	D2 PAM	D2 ag
CC1CC(C)CN(S(=O)(=O)c2ccc(C(=O)NN3CCOCC3)cc2)C1 (centres undefined)	19	-3	-6	0	-7	2	-0.3	7	18
CC(C(=O)NC(N)=O)N1C(=O)NC(c2ccccc2)(c2ccccc2)C1=O (centres undefined)	-5	-7	1	14	2	1	0.0	-7	0.3
CCC(=O)Nc1nc2c(c(=O)[nH]1)CCCC2	-1	-15	12	5	-24	3	0.1	7	1.1
O=c1[nH]c(CSc2nnc(COc3ccccc3)n2-c2ccccc2)nc2ccccc12	4	14	7	-1	5	0	-0.6	-11	-0.1
CCN(CC(=O)Nc1cccc(OC)c1)CC(=O)Nc1ccc(Br)c(C)c1	1	0	-17	3	0	1	0.3	-4	-0.2

An excerpt from the list above, for reference:
SMILES	D1 potentiator	RXFP1 antagonist	D2 antag	TRHR PAM	D1 antag	D1 ag	TRHR agonist	D2 PAM	D2 ag
CCC(C)(C)NC(=O)C(C(C)C)N(CC1CCCO1)C(=O)CNS(=O)(=O)c1ccc(F)cc1 (centres undefined)	-2	-3	1	-3	0	2	0.4	-8	0.1
CC1(OC(=O)CCc2ccccc2)C(=O)C=C2C=C3CCCN3C=C2C1=O (centres undefined)	-7	.	8	-4	0	7	0.0	8	-0.3

Bioassay records from PubChem.
